TRPC4 PAM: positive allosteric modulators of TRPC4, primary screen, cell-based, mouse TRPC4beta, HEK293 mu-opioid, Fluo-4 calcium; DAMGO EC20, Fluo-4 Ca2+ flux; active compounds read high; B-score at 10 µM; 310,000 tested, 0.42% active; AID 2227, 2009;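 active = B-score of calcium response area above 5 SD of library B-scores, with initial fluorescence ratio within 5 SD of library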;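 also: B-score of integrated fluorescence ratio over time as area under calcium response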
KCNK9 inh: KCNK9 potassium channel inhibitors, primary screen, HEK293 cells, thallium flux. B-score at 10 µM. 310,000 tested, 1.2% active. Potassium channel subfamily K member 9 (Homo sapiens), Q9NPC2. AID 488922, 2010. FluxOR thallium flux fluorescence; active compounds read low;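 active = ratio B-score over 3 SD below the library mean, with starting fluorescence within 5 SD of its mean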;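 also: negative B-score means less thallium flux so channel inhibition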
KCNQ1 act: potentiators or activators of KCNQ1 channel, primary screen, cell-based, thallium flux, high-throughput; CHO-K1 KCNQ1, thallium flux FluxOR fluorescence; active compounds read high; B-score at 10 µM; 310,000 tested, 0.35% active; AID 2648, 2010;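 active = fluorescence ratio B-score, a plate-corrected score, at least three library SD, with initial intensity B-score within 5 SD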
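assay system = KCNQ1-transfected CHO-K1 cells | medium = assay buffer with matched DMSO | probe or stimulus = depolarizing K+/Tl+ stimulus, K2SO4 and Tl2SO4 each 12.5 mM in 5x stock | dosing = single dose | incubation = dye 90 min, compound 20 min, room temperature | detection = kinetic FluxOR fluorescence, 10 s baseline plus 110 s post-stimulus | evaluation = ratio B score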
KCNK3 inh: human KCNK3 channel inhibitors, primary screen, CHO cells, FluxOR thallium flux, B-score | Potassium channel subfamily K member 3 (Homo sapiens), O14649 | FluxOR fluorescence; active compounds read low | B-score at 10 µM | 340,000 tested, 0.84% active | AID 602410, 2012;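 active = B-score under library mean minus 4 SD, starting fluorescence ratio at most library mean plus 5 SD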;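 also: more negative B-score means stronger inhibition of thallium flux through KCNK3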
KCNQ1 block: inhibitors of human KCNQ1 channel, primary screen, cell-based, thallium flux, high-throughput | 310,000 tested, 1.3% active | CHO-K1 KCNQ1, FluxOR thallium flux fluorescence; active compounds read high | Potassium voltage-gated channel subfamily KQT member 1 (Homo sapiens), P51787 | AID 2642, 2010 | B-score at 10 µM;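 active = compounds whose thallium flux B-score, printed positive for inhibition, exceeds three library SD while starting fluorescence stays within three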;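 also: channel opened by potassium depolarization with thallium stimulus after 20 min compound exposure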
TRPC4 agonist: activators of mouse TRPC4 channel, primary screen, Fluo4 calcium, HEK293 TRPC4beta/mu-opioid cells; Short transient receptor potential channel 4 (Mus musculus), Q9QUQ5; Fluo4 calcium fluorescence; active compounds read high; B-score at 10 µM; 310,000 tested, 0.49% active;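 active = B-score above 5 SD of library B-scores, and initial fluorescence ratio not above library mean plus 5 SD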;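 also: positive B-score marks a calcium rise read as TRPC4 activation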
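Material: TRPC4beta and mu-opioid receptor HEK293 stable cells | Incubation: 45 min room-temperature Fluo4 loading, 110 s read | Detection: Kinetic Fluo4 calcium fluorescence | Measure: Integrated baseline-normalised fluorescence ratio, converted to per-well B score | Benchmarks: Low control buffer alone, high control maximal DAMGO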
TMEM16A act: TMEM16A chloride channel activators or potentiators, primary screen, cell-based, HTS | Anoctamin-1 (Mus musculus), Q8BHY3 | HEK293 TMEM16A/YFP-H148Q/I152L, iodide quench fluorescence; active compounds read low | B-score at 10 µM | 340,000 tested, 0.3% active;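 active = fluorescence-ratio B-score plate-corrected deviation score at least 3 library SD below zero, with starting fluorescence score within 5 deviations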;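 also: channel opened by trigger with iodide after compound preincubation; score built on the fluorescence ratio of max minus min over baseline; more negative score means more quench and so TMEM16A activation or potentiation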
hERG protect: hERG rescue from dofetilide block, primary screen, cell-based, CHO-hERG, FluxOR thallium flux, dofetilide IC70; Voltage-gated inwardly rectifying potassium channel KCNH2 (Homo sapiens), Q12809; dofetilide IC70 present; activation (rescue from dofetilide block), less the hit threshold, % at 10 µM; 310,000 tested, 0.51% active;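 active = activation above the mean of controls blocked by dofetilide plus 5 SD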;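 also: thallium influx through hERG after potassium depolarization seen as dye fluorescence rise; in these data hits start at about 4.7%; inactives centre near -7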
Target sequence (Q12809 whole entry, looked up): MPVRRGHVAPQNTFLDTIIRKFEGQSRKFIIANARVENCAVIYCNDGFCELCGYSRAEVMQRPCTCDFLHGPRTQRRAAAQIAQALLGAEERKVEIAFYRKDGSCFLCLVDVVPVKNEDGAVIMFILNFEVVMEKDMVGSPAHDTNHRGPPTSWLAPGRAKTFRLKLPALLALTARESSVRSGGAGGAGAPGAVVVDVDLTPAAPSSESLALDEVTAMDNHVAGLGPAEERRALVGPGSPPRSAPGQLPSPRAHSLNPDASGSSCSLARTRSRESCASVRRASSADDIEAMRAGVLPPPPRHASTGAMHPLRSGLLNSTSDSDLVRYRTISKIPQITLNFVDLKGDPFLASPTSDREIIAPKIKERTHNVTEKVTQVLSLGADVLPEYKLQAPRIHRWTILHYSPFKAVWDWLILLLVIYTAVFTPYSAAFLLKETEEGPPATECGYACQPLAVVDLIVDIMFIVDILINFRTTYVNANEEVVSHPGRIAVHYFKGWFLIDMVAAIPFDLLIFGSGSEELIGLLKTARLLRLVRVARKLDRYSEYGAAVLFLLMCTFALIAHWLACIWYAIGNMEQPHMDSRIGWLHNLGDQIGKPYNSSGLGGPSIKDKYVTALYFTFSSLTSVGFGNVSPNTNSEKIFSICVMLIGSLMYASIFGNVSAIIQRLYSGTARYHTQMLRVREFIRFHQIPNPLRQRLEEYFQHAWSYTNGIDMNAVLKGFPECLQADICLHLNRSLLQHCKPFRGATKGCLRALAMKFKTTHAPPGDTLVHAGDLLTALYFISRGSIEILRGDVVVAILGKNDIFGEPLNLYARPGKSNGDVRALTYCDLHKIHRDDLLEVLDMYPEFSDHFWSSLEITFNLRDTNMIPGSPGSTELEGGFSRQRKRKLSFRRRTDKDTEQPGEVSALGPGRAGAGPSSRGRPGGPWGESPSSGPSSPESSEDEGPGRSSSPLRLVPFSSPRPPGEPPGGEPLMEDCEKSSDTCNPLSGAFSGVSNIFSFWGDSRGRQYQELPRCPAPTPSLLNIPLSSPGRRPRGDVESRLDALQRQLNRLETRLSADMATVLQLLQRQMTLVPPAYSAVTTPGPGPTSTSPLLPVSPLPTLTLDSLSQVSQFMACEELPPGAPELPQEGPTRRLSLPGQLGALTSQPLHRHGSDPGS
HDAC3 inhib: HDAC3 deacetylase inhibitors, primary screen, biochemical, fluorescence, cell-free homogeneous | Histone deacetylase 3 (Homo sapiens), O15379 | recombinant HDAC3, fluorogenic peptide/trypsin coupled | inhibition, % at 8.3 µM | 320,000 tested, 0.15% active; in the data active = inhibition above about 26%, passing the limit was not always enough; inconclusive = no clear call, values can overlap the other calls
ANO1 block: TMEM16A chloride channel inhibitors, primary screen, cell-based, HTS | HEK293 TMEM16A/YFP iodide influx fluorescence, ionomycin | 310,000 tested, 1.2% active | AID 588511, 2011 | Anoctamin-1 (Mus musculus), Q8BHY3 | normalized B-score (activity score, 25-100; higher = stronger inhibition) at 10 µM;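 active = ratio plate-corrected score three or more library SD toward inhibition, starting fluorescence score within five deviations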;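 also: score derived from kinetic fluorescence span divided by baseline fluorescence per well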
Dyrk1A ADPGlo: rat Dyrk1A kinase inhibitors, primary screen, biochemical, single point, plate reader. Dual specificity tyrosine-phosphorylation-regulated kinase 1A (Rattus norvegicus), Q63470. ADP-Glo luminescence, NFATc1 peptide. inhibition, % at 12.5 µM. 310,000 tested, 0.43% active; in the data active = inhibition above about 50%;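 also: plate controls were vehicle with enzyme for no effect and no enzyme for full effect; many of its hits are not listed in these tables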
Starred values were filed as active, the others as inactive; i = inactive; ? = inconclusive; . = no result given.

SMILES	TRPC4 PAM	KCNK9 inh	KCNQ1 act	KCNK3 inh	KCNQ1 block	TRPC4 agonist	TMEM16A act	hERG protect	HDAC3 inhib	ANO1 block	Dyrk1A ADPGlo
CCCS(=O)(=O)N1CCCC(C(=O)c2cccc(Cl)c2)C1 (stereo not given)	i	i	i	i	i	i	i	-19	-21	i	-5
COc1ccc(Cl)cc1NC(=O)CN(C)C(=O)Cn1c(=O)oc2ccccc21	i	i	i	i	i	i	i	-5	-5	i	-2
c1cncc(CSc2nnc3ccc(-c4cccs4)nn23)c1	i	i	i	i	i	i	i	-7	-6	i	2
O=c1/c(=C/c2ccco2)sc2nc(-c3ccccc3Br)nn12	.	.	.	i	.	.	i	.	1	i	-7
CCC1(CC)Cc2ccccc2-c2nc(CCl)[nH]c(=O)c21	i	i	i	i	i	i	i	-1	13	i	1
CCn1cc(C(=O)N2CCN(C(=O)c3ccco3)CC2)c2cc(OC)c(OC)cc2c1=O	i	i	i	i	i	i	i	-4	-3	i	-3
Cc1cccc(C)c1-n1c(C)nn(Cc2ccc([N+](=O)[O-])cc2)c1=O	i	i	i	i	i	i	i	2	-3	i	.
S=c1nc(-c2ccc(Br)cc2)[nH]c2ccccc12	i	i	111*	i	i	i	i	32*	4	i	-1
Cc1cc(C)c(-c2cc(NC(=O)COC(=O)c3ccc(CO)cc3)n(-c3ccccc3)n2)cc1C	i	i	i	i	i	i	i	-10	-3	i	-7
Cn1c(=O)c2c(ncn2CC(O)CNc2ccc(Br)cc2)n(C)c1=O (stereo not given)	i	i	i	i	i	i	i	-9	7	i	-8
CC(=O)c1cnc(-c2ccccc2Cl)s1	i	i	i	i	i	i	i	-7	?	i	-3
Cn1cccc/c1=N\c1cccc[n+]1C	i	i	i	i	i	i	i	-4	1	i	.
Cn1c2ccccc2c2nnc(SCC(=O)Nc3cccc(C(=O)O)c3)nc21	i	i	i	i	i	i	i	-8	6	i	2
CCOC(=O)c1sc(NC(=O)CSc2nnc(Cc3ccccc3)o2)c(C(=O)OCC)c1C	i	i	i	i	i	i	i	-13	-4	i	5
COCc1nnc(NC(=O)CCc2ccc(OC)cc2)s1	i	i	i	i	i	i	i	-6	3	i	-1
Cc1ccc(S(=O)(=O)NCC(=O)N(CC(=O)NCc2ccccc2)CC2CCCO2)cc1 (stereo not given)	i	i	i	i	i	i	i	-3	-4	i	3
CCCCNC(=O)n1c(=O)oc2ccc(Cl)cc21	i	i	i	i	i	i	i	-6	-4	i	4
CCOC(=O)C1C(=O)NC(c2ccccc2)=NC1c1ccc(OC)cc1 (stereo not given)	i	i	i	i	i	i	i	-7	-6	i	-3
O=C(CNC(=O)c1ccncc1)N/N=C/c1ccccn1	i	i	i	i	i	i	i	-19	-4	i	22
COc1cc(/C=C/C(=O)O)ccc1OCc1cnc(Cl)s1	i	i	i	i	i	i	i	-3	0	i	0

Part of the list above, with values under each structure:
Results follow in this order: TRPC4 PAM, KCNK9 inh, KCNQ1 act, KCNK3 inh, KCNQ1 block, TRPC4 agonist, TMEM16A act, hERG protect, HDAC3 inhib, ANO1 block, Dyrk1A ADPGlo
- CCC1(CC)Cc2ccccc2-c2nc(CCl)[nH]c(=O)c21
  i, i, i, i, i, i, i, -1, 13, i, 1
- CCn1cc(C(=O)N2CCN(C(=O)c3ccco3)CC2)c2cc(OC)c(OC)cc2c1=O
  i, i, i, i, i, i, i, -4, -3, i, -3

Following part.
SMILES	TRPC4 PAM	KCNK9 inh	KCNQ1 act	KCNK3 inh	KCNQ1 block	TRPC4 agonist	TMEM16A act	hERG protect	HDAC3 inhib	ANO1 block	Dyrk1A ADPGlo
O=C(CSc1nnc2ccc(-c3ccncc3)nn12)N1CCCCC1	i	i	i	i	i	i	i	-9	2	i	1
COC(=O)c1cccc(C(=O)N2CCC(CCC(=O)NCc3ccc(F)cc3)CC2)c1	i	i	i	i	i	i	i	-5	?	i	9
CCc1ccccc1N(CC)C(=O)c1cn(CC)c(=O)c2cc(OC)c(OC)cc12	i	i	i	i	i	i	i	-4	12	i	3
CCOc1ccccc1NC(=O)[C@@H](NC(=O)c1ccccc1F)C(C)C	i	i	i	i	i	i	i	-2	-1	i	1
CCn1c(O)c2ccc(C(=O)N=NC(=O)c3ccccc3)cc2c1O	i	i	i	i	i	i	i	-2	-2	i	-2
Cc1cc(N2C(=O)C(O)=C(C(=O)c3cccs3)C2c2ccc(F)cc2)no1 (stereo not given)	i	i	i	i	i	i	i	-2	-4	i	1
C[C@]12C=CC(=O)C=C1CC[C@@H]1C2[C@@H](O)C[C@@]2(C)C1CC[C@]2(O)C(=O)COC(=O)CCC(=O)O (stereo not given in full)	i	i	i	i	i	i	i	-4	3	i	2
COCC(C)NC(=O)CSc1nc2nn(-c3ccccc3)c(=O)c-2c2n1CCCCC2 (stereo not given)	i	i	i	i	i	i	i	-4	1	i	0
COc1ccc(-c2nnn(CC(=O)N(CCCN3CCOCC3)C(C(=O)NC3CCCC3)c3ccco3)n2)cc1 (stereo not given)	i	i	i	i	i	i	i	-11	-3	i	-3
O=C(NCc1ccc2c(c1)OCO2)c1cccs1	i	i	i	i	i	i	i	-10	-2	i	7
CC(NC(=O)CSc1cccc(C(F)(F)F)c1)c1ccccc1 (stereo not given)	i	i	i	i	i	i	i	-8	-24	i	-18
Cc1cccc(N(Cc2ccccc2)C(=O)c2ccc(CS(C)(=O)=O)cc2)c1	i	i	i	i	i	i	i	-7	-6	i	-7
Cc1cccc(C(=O)NC2CCN(CC(=O)N3CCOCC3)CC2)c1	i	i	i	i	i	i	.	-12	2	i	-2
CN1C(=O)/C(=C/C=C2\SCCN2C)SC1=S	i	i	i	.	i	i	.	-17	.	.	.
C/C(CC(=O)Nc1ccc(N(C)C)cc1)=N\NC(=O)c1ccc([N+](=O)[O-])cc1	i	i	i	i	i	i	i	-2	-2	i	7
Cc1ccc2c(c1)C1CC(C)(O2)N(c2cccc(C(=O)N3CCN(c4ccccn4)CC3)c2)C(=O)N1 (stereo not given)	i	i	i	i	i	i	i	-14	4	i	-2
CCOC(=O)C(NC(=O)c1ccccc1)(OCc1ccc(F)cc1)C(F)(F)F (stereo not given)	i	i	i	i	i	i	i	-7	6	i	-2
O=C(N/N=C/c1ccoc1)c1ccccc1O	i	i	i	i	i	i	i	-11	.	i	-5
C=CCn1c(SCC(=O)NC2CCS(=O)(=O)C2)nnc1-c1ccc(Cl)cc1 (stereo not given)	i	i	i	i	i	i	i	-4	-3	i	-3
CC(C)(C)OC(=O)N1CCCN(C(=O)Nc2cccc(Cl)c2)CC1	i	i	i	i	i	i	i	-10	0	i	.
CCc1nnc(NS(=O)(=O)c2ccc(N=CC3=C(O)CC(C)(C)CC3=O)cc2)s1	i	i	i	i	i	i	i	-2	-2	i	0
C=C(C)c1nc2cc(OC)c(OC)cc2c(=O)o1	i	i	i	i	i	i	i	-9	7	i	-4
COc1ccc(N(CC(C)C)S(=O)(=O)c2nnc(NC(=O)c3ccco3)s2)cc1	i	i	i	i	i	i	i	-10	2	i	2
Cc1ccc(C(=O)Nc2ccnc(-c3ccncc3)n2)cc1	i	i	i	i	i	i	i	-4	3	i	-8
CC(=O)NC(CCS(C)(=O)=O)C(=O)Nc1cccc2ccccc12 (stereo not given)	i	i	i	i	i	i	i	-6	-5	i	-5
Cc1cccc(N2CC(C(=O)Nc3nccs3)CC2=O)c1C (stereo not given)	i	i	i	i	i	i	i	-7	2	i	5
O=c1nc2ccccc2c2n1CC(CN1CCN(c3cccc(Cl)c3)CC1)N2 (stereo not given)	i	i	i	i	i	i	i	-11	8	i	2
CCCCCOc1ccccc1C(=O)NCCCC(=O)O	i	i	i	i	i	i	i	-6	-2	i	-42
CC(C)Nc1nc(NC(C)C)nc(Oc2ccc(/C=N/O)cc2)n1	i	i	i	i	i	i	i	-5	2	i	5
O=C(CC1CCCCC1)Nc1ncn[nH]1	i	i	i	i	i	i	i	-3	-3	i	3
Cc1ccc(-c2nnc(-c3ccccc3Br)o2)cc1	i	i	i	i	i	i	i	-7	5	i	2
COc1ccc(N2CCN(Cc3nc4scc(-c5cccs5)c4c(=O)[nH]3)CC2)cc1	i	i	i	i	i	i	i	-2	-6	i	.
O=C(O)C/C(=C\c1cccc(NC(=O)c2ccccc2Cl)c1)c1nc2ccccc2s1	i	i	i	i	i	i	i	-14	5	i	-3
O=C(O)CCSc1nc2ccccc2n1Cc1ccccc1	i	i	i	i	i	i	i	-7	-1	i	-3
CCCCC[C@H]1CN(C2CCCCC2)C(=O)[C@@H]1CC(=O)NCc1ccccc1	i	i	i	i	i	i	i	-11	2	i	7
NC(=O)c1cc(-c2ccccc2)nc(N2CCCCCC2)n1	i	i	i	i	i	i	i	-8	2	i	-2
Cc1ccccc1-c1nc(CS(=O)CC(=O)NC2CCCCC2)c(C)o1 (stereo not given)	i	i	i	i	i	i	i	-6	-1	i	2
Cc1nc(SCC(=O)Nc2ccccc2C(F)(F)F)c(C#N)c(C)c1CC(=O)c1ccc(Br)cc1	i	i	i	.	i	i	.	-1	-1	i	.
Cc1cccc(NC(=O)c2cccc(N3C(=O)C4C5C=CC(C6CC56)C4C3=O)c2)c1 (stereo not given)	i	i	i	i	i	i	i	-7	-3	i	-5
CCN(c1cccc(C)c1)S(=O)(=O)c1cc(CN2C(=O)c3cccnc3C2=O)ccc1OC	i	i	i	i	i	i	i	-5	2	i	1
COC(=O)c1ccccc1NC(=O)CCCn1nc(C)c2c(C)n(-c3ccccc3)nc2c1=O	i	i	i	i	i	i	i	-7	-2	i	2

An excerpt, so the mix of outcomes need not match the whole.
